Screens as filed in PubChem.
RGS8-Gao reg: modulates binding of RGS8 to human Galphao | response (percent of control binding), % at 10 µM | multiplexed bead flow cytometry; actives lie on both sides | P09471 | 0.34% of 220,000 active; in the data active means response below about 60% or above about 140%; inactive means in between;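 further: Galphao activated as the GDP aluminium fluoride complex binding bead-coupled RGS8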
Bim-Bcl-W: human Bim-Bcl-W interaction inhibition; Q92843; bead-based flow cytometry, Bim peptide-Bcl-W binding; inhibition, % at 10 µM; 0.02% of 190,000 active; AID 952;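 further: 0% = bound tracer without compound and 100% = peptide blocker; higher means less fluorescent Bim peptide bound to Bcl-W beads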
Target sequence (Q92843 whole entry, looked up): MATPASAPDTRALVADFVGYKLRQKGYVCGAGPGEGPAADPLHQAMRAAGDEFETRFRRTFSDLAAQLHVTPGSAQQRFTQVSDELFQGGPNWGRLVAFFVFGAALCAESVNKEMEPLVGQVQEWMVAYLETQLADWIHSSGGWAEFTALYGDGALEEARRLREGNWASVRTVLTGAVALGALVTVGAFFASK
RGS7-Gao reg: human RGS7-Galphao interaction regulation; P09471; Multiplexed bead flow cytometry, RGS7-Galphao binding; actives lie on both sides; binding response (% of control), % at 10 µM; 0.35% of 220,000 active; in the data active means binding response below about 49% or above about 150%; inconclusive means no clear call, values can overlap the other calls; inactive means in between;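 further: fluorescent Galphao held in activated GDP-AlF4 state binding bead-coupled RGS7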
Mcl1 Bid PPI: Mcl-1/Bid interaction inhibition. 0.97% of 220,000 active. AID 1021. inhibition, % at 21.7 µM. TR-FRET Mcl-1/Bid-Dy647 peptide binding, 1536-well. Q07820;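 active means compounds that cut the binding signal by more than half at the single screening dose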;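 further: His-tagged Mcl-1 with europium anti-His antibody binding Bid BH3 peptide; 0% = Mcl-1 plus peptide wells and 100% = peptide-only wells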
Target sequence (Q07820 whole entry, looked up): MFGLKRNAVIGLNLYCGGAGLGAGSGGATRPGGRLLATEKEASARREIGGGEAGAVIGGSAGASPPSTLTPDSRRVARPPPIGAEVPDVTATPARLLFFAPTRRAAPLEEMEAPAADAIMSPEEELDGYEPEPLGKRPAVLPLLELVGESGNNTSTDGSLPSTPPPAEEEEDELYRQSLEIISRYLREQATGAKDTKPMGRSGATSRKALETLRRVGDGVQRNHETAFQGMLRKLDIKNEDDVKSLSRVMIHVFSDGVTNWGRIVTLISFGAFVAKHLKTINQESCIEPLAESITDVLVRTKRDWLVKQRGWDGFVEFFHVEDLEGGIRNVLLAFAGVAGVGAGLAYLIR
Bim-Bfl-1: disrupts Bim binding to human Bfl-1; Bead-based flow cytometry, Bim-Bfl-1 binding inhibition; 0.12% of 190,000 active; AID 1008; inhibition, % at 10 µM; Q16548;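 further: 0% = wells without compound plus tracer and 100% = blocker peptide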
Mcl1-Noxa inh: Mcl-1/Noxa interaction inhibition; AID 1022; TR-FRET Mcl-1/Noxa peptide binding, 2 h; 1.5% of 220,000 active; Q07820; inhibition, % at 21.7 µM;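 active means compounds that cut the protein-peptide binding signal by more than 50% relative to plate controls in a single-dose test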;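 further: His-tagged Mcl-1 with rhodamine Noxa BH3 peptide and terbium anti-His antibody; 0% = Mcl-1 plus Noxa peptide wells and 100% = peptide-only wells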
Bcl-2 Bim block: inhibitors of Bim-Bcl-2 interaction, human; 0.06% of 190,000 active; inhibition, % at 10 µM; Bead-based flow cytometry, Bim peptide-Bcl-2 binding; P10415; in the data active means inhibition above about 40%; inconclusive means no clear call, values can overlap the other calls;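 further: 0% = no compound wells with probe peptide and 100% = reference peptide inhibitor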
Target sequence (P10415 whole entry, looked up): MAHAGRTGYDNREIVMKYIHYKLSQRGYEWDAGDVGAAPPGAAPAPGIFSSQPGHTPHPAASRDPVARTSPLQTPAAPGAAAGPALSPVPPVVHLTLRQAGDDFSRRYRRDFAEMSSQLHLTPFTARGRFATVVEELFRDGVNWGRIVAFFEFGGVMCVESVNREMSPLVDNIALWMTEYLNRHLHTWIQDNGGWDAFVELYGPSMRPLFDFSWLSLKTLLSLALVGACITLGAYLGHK
Mcl-1 Bim block: human Bim-Mcl-1 interaction inhibition; Bead-based flow cytometry, Bim peptide-Mcl-1 binding; inhibition, % at 10 µM; 0.1% of 190,000 active;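 further: 0% = no compound tracer wells and 100% = peptide blocker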
RGS4-Gao reg: modulates binding of RGS4 to human Galphao | P09471 | Multiplexed bead flow cytometry; actives lie on both sides | binding response (% of control), % at 10 µM | 0.33% of 220,000 active | AID 1415; in the data active means binding response below about 49% or above about 150%; inactive means in between;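 further: fluorescent Galphao activated with aluminum fluoride binding bead-coupled RGS4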
Bim-Bcl-XL: human Bim-Bcl-XL interaction inhibition; Q07817; Bim peptide-Bcl-XL binding, bead flow cytometry, fluorescence; inhibition, % at 10 µM; 0.04% of 190,000 active
Target sequence (Q07817 whole entry, looked up): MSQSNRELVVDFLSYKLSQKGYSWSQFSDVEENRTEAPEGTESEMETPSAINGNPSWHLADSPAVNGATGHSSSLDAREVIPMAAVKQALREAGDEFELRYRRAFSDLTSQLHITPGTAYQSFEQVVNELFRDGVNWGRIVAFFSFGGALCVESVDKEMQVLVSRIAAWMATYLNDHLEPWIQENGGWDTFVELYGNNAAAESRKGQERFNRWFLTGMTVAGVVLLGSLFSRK
Bcl-B Bim block: disrupts Bim peptide binding to human Bcl-B | inhibition, % at 10 µM | bead-based flow cytometry | 0.073% of 190,000 active | Q9HD36;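 further: 0% = tracer peptide without compound and 100% = reference inhibitor peptide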
Numbers without * were called inactive; ? = inconclusive; / = not tested or not shown. Unless noted, no stated cut-off is given here; in the data, active means inhibition above about 40%.

SMILES	RGS8-Gao reg	Bim-Bcl-W	RGS7-Gao reg	Mcl1 Bid PPI	Bim-Bfl-1	Mcl1-Noxa inh	Bcl-2 Bim block	Mcl-1 Bim block	RGS4-Gao reg	Bim-Bcl-XL	Bcl-B Bim block
NC(=O)Cc1ccc(C(=O)c2ccc(Cl)cc2Cl)s1	105	-6	107	-1	-12	3	-7	-4	105	-7	-9
COc1ccc(C[C@@H]2CN3C(=NC[C@@H]3C)N2C[C@H](C)NC(=O)c2ccc(C)c(Br)c2)cc1	100	-1	101	-4	-5	5	-4	-2	99	-3	-7
CCCCNC(=O)CS(=O)Cc1nc(-c2cccs2)oc1C (configuration not stated)	102	-6	105	-6	-8	16	-5	0	99	-10	-12
Cc1csc(NC(=O)c2ccncc2)n1	97	/	?	8	/	64*	/	/	92	/	/
COC(=O)c1ccc(C(=O)OC)c(NC(=O)CS(=O)(=O)Cc2ccccc2)c1	104	-2	99	-6	0	3	-3	-3	100	-4	-1
COc1ccc(C(=O)CN2C3=NCCCN3c3ccccc32)cc1OC	102	-4	97	2	-4	0	-3	-5	100	-6	-8
O=C(COc1ccccc1)N1CCN(C(=O)c2cccs2)CC1	94	0	91	2	-19	3	-11	0	91	-5	-8
FC(F)Sc1ccc(NC(=S)NC2CCCCC2)cc1	92	-4	82	8	-14	8	-12	-1	93	-7	-10
COc1ccc2nc(C)cc(SCC(NC(C)=O)C(=O)OC(C)C)c2c1 (configuration not stated)	99	/	?	-25	/	24	/	/	100	/	/
Cn1c(=O)c2c(nc(NNC(=O)C(F)(F)F)n2C)n(C)c1=O	103	0	102	-33	-6	18	-4	-1	103	0	-5
CCOC(=O)c1[nH]c(C)c(C(=O)Nc2cccc(Cl)c2C)c1C	101	1	101	-13	-10	12	-10	-2	105	-7	-11
O=P(O)(CCc1ccccn1)CN1CCCCC1	101	0	96	-12	-9	15	-3	0	99	0	-9
O=C1COC(c2ccccc2)C2CCCCN12 (configuration not stated)	102	-2	98	-4	-3	7	-2	-2	98	-3	-1
COc1ccc(CNC(=O)CCc2c(C)nc3ncnn3c2C)cc1	100	1	101	-19	-17	4	-8	-2	100	-5	-5
O=C(COc1ccc(Br)cc1CNCCc1ccccc1)NCc1ccccc1	100	0	95	-33	5	22	15	2	100	0	8
Cc1nc([N+](=O)[O-])c(Sc2nc3ccc([N+](=O)[O-])cc3[nH]2)n1Cc1ccccc1	102	-3	99	-11	2	10	0	-5	100	-4	-9
CCCC1=C(C(=O)OCC)C(c2sccc2C)n2ncnc2N1 (configuration not stated)	93	/	?	1	/	5	/	/	78	/	/
CN(CCNC(=O)c1cn(C)c2ccc(S(=O)(=O)N3CCCC3)cc2c1=O)CCc1ccccc1	101	4	100	13	-13	15	-4	-4	102	-7	-10
CCNC(=O)c1ccccc1-c1nc(-c2ccccc2Cl)no1	86	0	96	-8	-2	7	-2	-4	89	3	-1
O=c1c(N2CCOCC2)nsnc1N1CCOCC1	97	-4	103	-88	4	15	0	-3	92	-3	-9
CCCCNC(=O)Cc1cc(=O)[nH]c(=O)[nH]1	99	1	96	0	-3	13	-4	0	100	0	-3
Cn1nnc2cc(C(=O)NCCC3=CCCCC3)ccc21	100	-6	95	-18	-2	4	-2	-2	98	-3	-5
Cc1cccc(NC(=O)CS(=O)(=O)c2cn(C)c3ccccc23)c1C	99	0	99	-10	-11	10	-7	-1	101	-2	-6
Cc1nn(C(=O)c2c([N+](=O)[O-])cnn2C)c(C)c1Cl	102	-3	100	4	-3	-3	-3	0	99	-2	1
CCc1c(C)sc(NC(=O)c2cc(CC(C)C)on2)c1C#N	100	-1	99	-16	-9	12	-6	-2	95	-4	-13
Brc1ccc(-c2nnc(-c3ccco3)o2)cc1	105	0	104	1	-2	13	0	0	104	1	-1
CCn1cc(C(=O)Nc2cc(C)ccc2C)c(=O)c2ccc(C)nc21	103	-2	103	-3	-6	-1	-2	0	103	-8	-3
CCOc1ccc(CN2CCC(=O)NC2=O)cc1	103	1	102	-4	-13	22	-6	3	101	-1	-5
COc1cccc(C=Nc2ccccc2C(=O)Nc2ccccc2)c1O	104	-1	102	-42	0	12	0	0	102	-2	-4
COc1ccc(NC(=O)CSc2nnc(Cc3cccn3C)n2CCc2ccccc2)cc1OC	102	0	97	-44	-15	6	-7	-4	100	-5	-7
Cc1c(-c2ccncc2)oc2ccc(Br)cc2c1=O	98	-1	?	3	-4	-11	-1	2	101	2	1
COc1cccc(C(NC(=O)c2ccccc2F)NC(=O)c2ccccc2F)c1	99	-3	99	1	-22	13	-7	-2	101	-7	-7
C=CCNC(=S)N/N=C/c1ccc(C)cc1C	101	-2	104	-41	-5	17	-5	0	102	-3	-4
COC(=O)N/N=C\c1cccc(OC(=O)c2cccs2)c1	102	0	103	-12	-2	13	-2	0	103	-2	-5
COc1ccc(N2C(=O)/C(=C\c3ccco3)N=C2SCC(=O)N(C(C)C)C(C)C)cc1Cl	105	-2	102	-5	-1	13	0	-4	102	-3	-7
CCOc1ccc(-n2nc(C(=O)N3CCN(CC)CC3)c3ccccc3c2=O)cc1	96	-1	92	-11	0	1	7	-5	90	-5	-4
CCOCCn1c(CN2CCC(C)CC2)nc2c1c(=O)n(C)c(=O)n2C	/	0	/	-3	1	1	0	0	/	-1	0
CCOC(=O)c1sc(S(C)=O)c2c1CCc1conc1-2 (configuration not stated)	105	/	?	0	/	34	/	/	101	/	/
Cc1cc2nnc(SCC(=O)N3CCCCCC3)n2c(N)n1	104	-3	102	-29	-7	1	0	-2	105	0	-3
CS(=O)(=O)N(Cc1ccccc1)c1ccc(C(=O)NCCSc2ccccn2)cc1	98	-3	101	-20	3	10	-1	-4	105	-5	0
COc1cc(C(=O)NCCC(C)C)ccc1OCc1ccc(Cl)cc1Cl	105	-2	103	-12	-16	-1	-9	-3	105	-5	-5
Cc1nc2ncnn2c(C)c1CCC(=O)N1CCN(C(=O)c2ccco2)CC1	100	-2	94	-9	-2	-12	0	0	95	-1	-4
COc1ccc(OC)c(C2=NOC(C(=O)NCC3CCCO3)C2)c1 (configuration not stated)	102	-1	103	-26	0	-8	-1	-1	99	-3	0
COCCN(Cc1cc2cc3c(cc2nc1Cl)OCO3)C(=O)Nc1ccc(F)cc1	93	-2	93	-2	-2	3	-3	-2	91	-3	-2
CN1CCN(c2ccc(NC(=O)c3sc4ccccc4c3Cl)cc2)CC1	104	-12	103	-27	-2	12	-6	-26	105	-17	-4
CCn1c(CSc2ncccn2)nnc1SCC(=O)N1c2ccccc2CC1C (configuration not stated)	104	1	106	-9	-6	-5	-8	-1	107	-4	-4
COc1ccc(Cn2cccc(NC(=O)Nc3ccc(C#N)cc3)c2=O)cc1	101	-4	100	0	-2	10	-5	-4	100	-1	-2
Nc1ccc(NC(=S)Nc2ccccc2)cc1	98	/	?	-145	/	6	/	/	97	/	/
Cc1nn(-c2ccccc2)nc1C(=O)NNC(=O)c1ccc(C(F)(F)F)cc1	94	/	?	-4	/	7	/	/	72	/	/
O=C(N/N=C\c1ccc(-c2ccccc2[N+](=O)[O-])o1)C1COc2ccccc2O1 (configuration not stated)	100	-1	98	4	-3	8	-1	0	99	-1	-5

Marked active in Mcl1-Noxa inh, of those listed so far:
SMILES	RGS8-Gao reg	Bim-Bcl-W	RGS7-Gao reg	Mcl1 Bid PPI	Bim-Bfl-1	Mcl1-Noxa inh	Bcl-2 Bim block	Mcl-1 Bim block	RGS4-Gao reg	Bim-Bcl-XL	Bcl-B Bim block
Cc1csc(NC(=O)c2ccncc2)n1	97	/	?	8	/	64*	/	/	92	/	/

The list continues.
SMILES	RGS8-Gao reg	Bim-Bcl-W	RGS7-Gao reg	Mcl1 Bid PPI	Bim-Bfl-1	Mcl1-Noxa inh	Bcl-2 Bim block	Mcl-1 Bim block	RGS4-Gao reg	Bim-Bcl-XL	Bcl-B Bim block
CC[n+]1c(/C=C/N(C)c2ccccc2)oc2ccccc21	109	-7	113	-15	-11	16	-6	-8	109	-9	-9
O=C(CSc1ncnc2scc(-c3ccccc3)c12)N1CCN(Cc2ccc3c(c2)OCO3)CC1	98	-1	101	-38	-8	61*	-16	-4	94	/	-14
Cn1c(SCc2nc3ccccc3s2)nnc1-c1ccc2c(c1)OCO2	103	0	101	86*	-1	-15	0	0	98	0	0
Cn1c(CCNC(=O)c2ccco2)nc2cc(NS(=O)(=O)c3ccc(Cl)cc3)ccc21	104	0	102	19	-13	-7	-11	-3	104	4	-12
O=C(COC(=O)c1c(Cl)cccc1Cl)NC1CCCCC1	99	0	105	-26	-2	16	0	1	101	1	0
Cc1[nH]c(=O)[nH]c(=O)c1/C=N/NC(=O)CCCCCNC(=O)OC(C)(C)C	93	/	?	-7	/	-29	/	/	89	/	/
Cc1ccc(/C(N)=N/OC(=O)/C=C/c2ccccc2)cc1	101	-1	99	-7	0	3	0	-1	102	0	2
O=C(C1=C[C@@H]2[C@H]3C(=O)N(c4ccc(Cl)cc4)C(=O)[C@H]3[C@@H](C(=O)c3ccc(Cl)cc3)N2C=C1)c1ccccc1	102	2	104	-63	8	-6	6	1	105	6	7
COc1ccc(-c2noc(-c3ccoc3C)n2)cc1OC	106	-3	100	-5	-6	21	-3	-2	97	0	-14
Cc1nc(Cl)c2c(n1)N(CC(N)=O)C(=O)CO2	105	-2	103	-18	0	8	1	0	103	-2	-1
CCOC(=O)C(C)(C)N(Cc1ccccc1C)S(=O)(=O)c1ccc(Cl)c([N+](=O)[O-])c1	105	-4	105	-3	-1	6	-2	-1	102	-3	-2
Nc1nnc(CC(=O)Nc2ccccc2)s1	93	/	?	-16	/	-10	/	/	95	/	/
COc1cc(/C=N/NC(=S)NC2CC3CCC2C3)ccc1O (configuration not stated)	103	/	?	-18	/	9	/	/	102	/	/
CCOC(=O)c1c(NC(=O)CN2C(=O)NC3(CCC(C)CC3)C2=O)sc(C)c1-c1ccc(C)cc1 (configuration not stated)	95	-4	92	-4	-17	-1	-14	-4	94	-5	-10
CC1=CCC2C(=O)N(c3ccc(C)cc3)C(=O)C2C1 (configuration not stated)	105	-3	105	-7	-3	14	-2	-1	104	0	0
CCN(CC)c1ccc(NC(=O)c2cnn(CC)c2)cc1	108	0	105	18	10	66*	3	-3	110	-4	-2
CCCn1nnnc1NCc1ccccc1OCc1cccs1	93	0	88	-11	-11	19	-6	0	95	-5	-5
COc1ccc(C(=O)On2c(-c3ccc(Br)cc3)nc3ccccc3c2=O)cc1	107	-2	98	-5	-11	15	-5	-1	99	-3	-4
COCc1cc(C)nc(N2CCOCC2)c1C#N	104	0	100	-10	-12	9	-8	0	100	-3	-6
Cc1cc(C(=O)N/N=C/c2cccc([N+](=O)[O-])c2)c(C)o1	101	0	101	-5	0	-2	-2	-3	101	-2	1
Cc1ccc(N=C2NC(=O)/C(=C/c3cn(C)c4ccccc34)S2)cc1C	90	-12	101	-36	-3	18	-3	-26	98	-11	-17
O=C1/C(=C\c2ccc(O)cc2)SC(=S)N1/N=C/c1ccc(O)cc1	98	/	?	24	/	79*	/	/	99	/	/
CCc1ccc(CNc2ccc(O)cc2)cc1	101	3	101	-12	6	25	-4	-1	102	-6	-15
Cc1ccccc1OCC(=O)NNC(=S)NC(=O)c1ccco1	104	-2	101	-165	-7	-47	-6	-3	104	0	-13
